# Bioassay records: PubChem, Sanford-Burnham Center for Chemical Genomics
# MKP-3 inhibition: MKP-3 phosphatase inhibitors, primary screen, biochemical, rat enzyme, in vitro (AID 425). Dual specificity protein phosphatase 6 (Rattus norvegicus). recombinant MKP-3 phosphatase activity, fluorescence; higher % means a stronger effect. inhibition, % at 20 µM, or IC50 in µM where a hit was titrated. 110,000 compounds, 0.17% hits; in the data active = inhibition above about 50%;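 note: plate controls were vehicle for no effect and reference inhibitor for full effect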
# Hsp70 inhibitors: Hsp70 inhibitors, probe displacement, primary screen, biochemical, fluorescence polarization (AID 583) | Heat shock 70 kDa protein 1A (Homo sapiens) | Hsp70 fluorescence polarization probe displacement, mP; higher % means a stronger effect | displacement, % at 20 µM; hits with a dose series show IC50 in µM | 140,000 compounds, 0.06% hits; in the data active = displacement above about 50%;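 note: plate controls were vehicle for no effect and reference ligand for full effect; a part of the inactive calls stands beside numbers as strong as those of hits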
# The depositor's hits bear a star; . = no result given; & = joins results of further samples. An excerpt. The share of hits here may be higher or lower than overall.
# Below each compound: MKP-3 inhibition, Hsp70 inhibitors
1. CCOc1ccccc1-n1c(SCC(N)=O)nc2ccccc2c1=O
  -2%, 1.1%
2. O=C(NCCCN1CCOCC1)c1cc(-c2ccc(Br)cc2)on1
  6%, 1.2%
3. O=C(CN(Cc1ccccc1)S(=O)(=O)c1ccc(Br)cc1)NCc1ccccn1
  4%, 0.3%
4. CCCC(=O)C1=C(O)C(C(=O)OC)C(C)(C)CC1=NC (centres undefined)
  -15%, -0.5%
5. O=C(Nc1ccc2oc(-c3ccccc3)nc2c1)c1cccnc1
  2%, -2.3%
6. CCCCCOc1ccc(NS(C)(=O)=O)cc1
  -11%, -7.0%
7. CCCC1(C(=O)OCC)NC(c2ccc(O)cc2)C2C(=O)N(c3ccc4c(c3)OCCO4)C(=O)C21 (centres undefined)
  ., -4.2%
8. Cc1c(C(=O)NC(c2ccccc2)c2ccccc2)cccc1[N+](=O)[O-]
  -4%, 0.7%
9. O=C(CN1C(=O)NC2(CCCC2)C1=O)Nc1cccc(-c2nnc3n2CCCCC3)c1
  6%, 88%
10. O=C(Cc1ccccc1)N1N=C(c2ccc(F)cc2)CC1(O)C(F)(F)F (centres undefined)
  -1%, -1.5%
11. COc1ccc2nc(SCC(=O)Nc3ccc(S(=O)(=O)Nc4onc(C)c4C)cc3)[nH]c2c1
  ., 7.3%
12. O=C1CCC(=O)N1c1ccccc1-c1ccccc1
  3%, 9.8%
13. CC(C)C1N(S(=O)(=O)c2ccccc2)CCN1S(=O)(=O)c1ccccc1
  5%, 3.6%
14. O=C(c1cccc(S(=O)(=O)N2CCOCC2)c1)N1CCCc2ccccc21
  0%, -3.1%
15. CCC(C(=O)N1CCCC1)c1ccccc1 (centres undefined)
  -5%, 1.9%
16. COc1ccc(NC(=O)C2CCN(C(=O)c3cccs3)CC2)cc1OC
  ., 2.2%
17. O=C1NC(=S)NC(=O)C1=Cc1ccccc1OS(=O)(=O)c1ccc([N+](=O)[O-])cc1
  3%, -0.5%
18. COc1cc(/C=C2\C(=O)NC(=S)N(c3ccc(C(C)C)cc3)C2=O)ccc1O
  6%, -0.4%
19. COc1ccc(NC(=O)CCC(C(C)=O)[N+](=O)[O-])cc1 (centres undefined)
  1%, 2.8%
20. N#Cc1ccc(OCC(=O)NCCc2ccc(S(N)(=O)=O)cc2)cc1
  -4%, 0.6%
21. O=C1ON=C(c2ccc(Cl)cc2)/C1=C/C=C/c1ccccc1
  0%, -4.1%
22. COC(=O)c1ccc(/C=N/NC(=O)c2cc(-c3ccc4ccccc4c3)n[nH]2)cc1
  4%, 1.1%
23. O=C(Nc1nnc(-c2ccc(F)cc2)o1)c1ccco1
  -6%, .
24. O=C(/C=C/c1ccc(F)cc1)NC1CC1
  0%, 0.5%
25. CCOC(=O)C1=C(C)N=c2s/c(=C\c3cccn3C)c(=O)n2C1c1cccc(OC)c1OC (centres undefined)
  -4%, -33%
26. COCCN1CCN(c2c(C)c(C)nc3cc(-c4cccc(OC)c4)nn23)CC1
  -8%, -0.5%
27. CC1CC(=O)c2cnc(NCC3CCCO3)nc2C1 (centres undefined)
  -8%, 2.6%
28. O=C(Nc1nnc(-c2ccccc2)o1)NC1CCCCC1
  7%, -7.9%
29. CN(C)c1ncnc2c1ncn2C1OC(CO)C(O)C1O (centres undefined)
  ., 2.3%
30. O=C(O)C1C2C=CC3(O2)C1C(=O)N1c2ccccc2COC13 (centres undefined)
  -9%, .

# The final three entries of the part above come first, to join the parts:
# Below each compound: MKP-3 inhibition, Hsp70 inhibitors
28. O=C(Nc1nnc(-c2ccccc2)o1)NC1CCCCC1
  7%, -7.9%
29. CN(C)c1ncnc2c1ncn2C1OC(CO)C(O)C1O (centres undefined)
  ., 2.3%
30. O=C(O)C1C2C=CC3(O2)C1C(=O)N1c2ccccc2COC13 (centres undefined)
  -9%, .
31. COc1ccc(-c2nc3cnccn3c2Nc2ccc3c(c2)OCO3)cc1
  0%, .
32. c1ccc(C2=NNC3(CCCCCCC3)S2)cc1
  3%, 6.7%
33. C#CCSc1nc2ccccc2n1C(=O)c1sc2ccccc2c1Cl
  2%, 1.9%
34. O=C1C(=O)N(c2cccc([N+](=O)[O-])c2)C(c2ccc3c(c2)OCO3)/C1=C(/O)c1ccccc1 (centres undefined)
  1%, 5.8%
35. CC(C)OC(=O)C(=O)/C=C1\NC(C)(C)Cc2ccccc21
  0%, 4.2%
36. O=C(NCc1ccccc1)c1ccc(CN2CCN(Cc3ccccc3)CC2)cc1
  2%, .
37. Cc1ccc(N2CC(C(=O)NCCC(C)C)CC2=O)cc1 (centres undefined)
  -11%, 1.1%
38. CCCCCOC(=O)CSc1nnc(-c2ccccc2Cl)o1
  0%, 3.2%
39. O=C(/C=C/c1ccccc1)NC(=S)Nc1ccc(I)cc1
  -3%, -0.8%
40. Cc1ccc(C(C)C)c(OCC(=O)N/N=C/c2cc3c(cc2Cl)OCO3)c1
  -1%, 5.4%
41. Cc1ccc(C2Nc3ccccc3NC3=C2C(=O)CC(c2ccc4c(c2)OCO4)C3)s1 (centres undefined)
  5%, 4.8%
42. COc1ccc(C(=O)N2CCN(Cc3ccc4c(c3)OCO4)CC2)cc1OC
  2%, 5.8%
43. CCOC(=O)c1c(C)[nH]c(C=C2C(=O)CC(C)(C)CC2=O)c1O
  -2%, -0.5%
44. CC1CCc2c(sc(NC(=O)c3ccccc3Cl)c2C(=O)N2CCCCCC2)C1 (centres undefined)
  2%, -2.0%
45. CCC(C)NC(=O)c1ccccc1NC(=O)CN1C(=O)c2ccccc2S1(=O)=O (centres undefined)
  -10%, -1.7%
46. Cc1occc1-c1nnc(SCC(=O)N2CCOCC2)n1CC(C)C
  ., -0.3%
47. O=C(COc1ccccc1Cl)N1CCN(c2ccc(F)cc2)CC1
  -6%, -1.6%
48. O=C(COc1ccccc1Cl)NNC(=O)c1ccc(O)cc1
  1%, -0.6%
49. O=C(CN1CCN(S(=O)(=O)c2ccc(F)cc2)CC1)Nc1cc(C(F)(F)F)ccc1Cl
  7%, -2.6%
50. COc1ccccc1N1CCN(CC(=O)Nc2ccc(CN3CCCCC3)cc2)CC1
  -13%, 2.2%
51. Cc1cc(C)n2nc(SCC(=O)N(C(C)C)C(C)C)nc2n1
  -10%, 1.4%
52. O=C(CSc1ccc2c(c1)OCCO2)NC(=O)NC1CCCC1
  -2%, -4.8%
53. Cc1nc(N2CCN(c3ncccn3)CC2)c2oc3ccccc3c2n1
  -6%, 0.8%
54. O=C(OCC(=O)N1CCCC1)c1cncc(Br)c1
  -4%, 2.6%
55. Cc1cc(C)c(C#N)c(SCS(=O)Cc2ccc(Cl)cc2)n1 (centres undefined)
  6%, 3.5%
56. CCCOc1ccc(C(=O)N2CCN(c3ccc([N+](=O)[O-])cc3)CC2)cc1
  -2%, 8.5%
57. COc1ccc(/C=C2\SC(=O)N(Cc3ccccc3)C2=O)cc1
  0%, 1.8%
58. COc1ccc(-c2nc3ccccc3c(C(=O)Nc3ccc(C)cc3)c2C)cc1
  6%, 0.6%
59. CCOC(=O)c1c(C)c(C(=O)Nc2ccc3c(c2)OCCO3)c(C)n1CC
  6%, 1.0%
60. O=C1CC(c2ccccc2)CC2=C1C(c1ccc(F)cc1)Nc1ccccc1N2 (centres undefined)
  3%, -1.5%

# Carrying on:
# Below each compound: MKP-3 inhibition, Hsp70 inhibitors
61. O=C(NCCCN1CCOCC1)C1CC(=O)N(C2CCCCC2)C1 (centres undefined)
  1%, -4.5%
62. CCc1ccc(NC(=O)CSc2nnc(C)s2)cc1
  0%, 0.2%
63. CCCCc1nc(SCC(=O)Nc2cc(C)on2)n[nH]1
  1%, -6.3%
64. CC(=O)N/N=C/c1cc(C)n(-c2cccc(Cl)c2Cl)c1C
  2%, 0.7%
65. O=C(c1ccc(F)cc1)N1CCN(Cc2cccc(Oc3ccccc3)c2)CC1
  -2%, 1.6%
66. Cc1sc(/N=C/c2c(O)ccc3ccccc23)c(C#N)c1C
  6%, -3.7%&2.5%
67. O=C(c1ccccc1)c1ccc2nc(N3CCCCC3)c3nncn3c2c1
  -6%, -5.2%
68. CC(C)c1ccccc1NC(=O)Cc1ccc(Br)cc1
  4%, 3.7%
69. COc1ccc(N2C(=O)NC(=O)/C(=C/c3cccc(OC)c3O)C2=O)cc1
  3%, 3.9%
70. COc1ccc2c(c1)cc1n2CCN=C1N
  -13%, 2.9%
71. CCn1c(SCC(=O)Nc2ccc3c(c2)oc2ccccc23)nnc1-c1ccc(N)cc1
  ., -2.6%
72. O=C(O)c1ccc(S(=O)(=O)c2ccc(Sc3ccc(C(=O)O)c(C(=O)O)c3)cc2)cc1
  -5%, 1.0%
73. CCC(=O)N1CCc2cc(S(=O)(=O)NC(Cc3ccccc3)C(=O)NC3CCCC3)ccc21 (centres undefined)
  -1%, -3.7%
74. CCN(CC)CCCn1c(=S)[nH]c2ccccc2c1=O
  4%, 1.1%
75. c1ccc(-c2nc3ccccc3s2)nc1
  -1%, -0.6%
76. CC(C)c1nc2oc3c(NCC4CCCO4)ncnc3c2c2c1COC(C)(C)C2 (centres undefined)
  -8%, -0.2%
77. Cn1cccc1Cc1nnc(SCC(=O)N2CCc3ccccc32)n1-c1ccc(F)cc1
  -2%, 3.2%
78. COc1cc(CSc2nnnn2-c2ccc(C)cc2)cc(OC)c1OC
  -17%, 1.9%
79. CCOC(=O)c1c(C)[nH]c(/C=C2\C(=O)C=Cc3ccccc32)c1O
  5%, -39%
80. CC(C)Cc1nc2oc3c(NCc4cccnc4)ncnc3c2c2c1CCC2
  -4%, 2.3%
81. CC1CCc2c(sc3nc(-c4cccs4)oc(=O)c23)C1 (centres undefined)
  0%, 0.3%
82. O=C(O)C1CC(=O)N(CCc2c[nH]c3ccccc23)C1 (centres undefined)
  0%, 0.9%
83. Cc1cccc(C(=O)O/N=C(\c2ccncc2)c2ccc([N+](=O)[O-])cc2)c1
  5%, -0.4%
84. CCOC(=O)c1cc2sccc2n1CC(=O)N1CCN(C(=O)c2ccco2)CC1
  -7%, -7.8%
85. CCCOC(=O)c1ccc(NC(=O)COc2ccc(C(C)C)cc2)cc1
  1%, 5.1%
86. Cc1ccccc1/C=N/N1CCN(Cc2ccccc2Cl)CC1
  1%, -5.4%
87. COc1ccc(N2CCN(C(c3cccs3)c3nnnn3C3CCCC3)CC2)cc1 (centres undefined)
  3%, -5.5%
88. O=C(c1nc(-c2ccccc2)n(-c2ccccc2)n1)N1CCCCCC1
  -8%, -3.3%
89. O=C(CCN1CCCCCC1)Nc1ccc(F)cc1
  2%, 2.7%
90. C=CCNC(=O)Cn1nc(-c2ccccc2)ccc1=O
  -4%, 2.7%

# (continued)
# Below each compound: MKP-3 inhibition, Hsp70 inhibitors
91. CC(C)Cc1c(O)nc(SCCN2CCOCC2)[nH]c1=O
  3%, 1.4%
92. S=C1NCCOCCOCCOCCOCCNC(=S)NCCOCCOCCOCCOCCN1
  ., -5.2%
93. CCOC(=O)c1ccc(N2C(=O)CC(N3CCC(Nc4ccc(F)cc4)CC3)C2=O)cc1 (centres undefined)
  ., 4.7%
94. Cc1nn2c(N3CCN(C(=O)c4ccco4)CC3)cc(C(C)(C)C)nc2c1-c1ccccc1
  -3%, -1.1%
95. CCOC(=O)C(C)Oc1ccc2oc(C)c(C(=O)OCCOC)c2c1 (centres undefined)
  2%, -6.0%
96. Cc1ccccc1NC(=O)CC(O)(C(F)(F)F)C(F)(F)F
  ., 6.8%
97. Cc1ccc(S(=O)(=O)Nc2cccc3ccccc23)cc1[N+](=O)[O-]
  4%, -4.4%
98. CCOC(=O)N1CCC(NC(=O)C2CCC(CNS(=O)(=O)c3ccc(OC)cc3)CC2)CC1 (centres undefined)
  -1%, -2.1%
99. Cc1c(C(=O)NCC2COc3ccccc3O2)oc2ccc(S(=O)(=O)N(C)C3CCCCC3)cc12 (centres undefined)
  ., -1.0%
100. O=C(CSc1nnc(-c2cccc(Cl)c2)o1)Nc1ccc2c(c1)OCCO2
  ., -1.2%
101. C/C(N)=C(/C#N)C(=O)CSc1n[nH]c(-c2ccccc2Br)n1
  -4%, 6.0%
102. COc1ccc(-c2csc(N(CCCN(C)C)C(=O)c3cccs3)n2)cc1
  -10%, -3.7%
103. Cc1ccc(C(=O)Nc2ccccc2C(=O)NCCC(=O)O)cc1
  4%, 5.4%
104. Cc1nn(C(=O)c2cc3sccc3[nH]2)c(C)c1C
  -8%, 6.7%
105. CCOCc1nc(C)c(Cl)c(NS(=O)(=O)c2ccc(N)cc2)n1
  -9%, 5.2%
106. O=C(CSCc1ccc(Cl)cc1)Nc1ccc2c(c1)OCO2
  ., -2.4%
107. Cc1cc2[nH]c(=O)c3ccccc3n2n1
  ., 6.4%

# Filtered by structure, the compounds so far with fluorine (eleven)
# Below each compound: MKP-3 inhibition, Hsp70 inhibitors
10. O=C(Cc1ccccc1)N1N=C(c2ccc(F)cc2)CC1(O)C(F)(F)F (centres undefined)
  -1%, -1.5%
23. O=C(Nc1nnc(-c2ccc(F)cc2)o1)c1ccco1
  -6%, .
24. O=C(/C=C/c1ccc(F)cc1)NC1CC1
  0%, 0.5%
47. O=C(COc1ccccc1Cl)N1CCN(c2ccc(F)cc2)CC1
  -6%, -1.6%
49. O=C(CN1CCN(S(=O)(=O)c2ccc(F)cc2)CC1)Nc1cc(C(F)(F)F)ccc1Cl
  7%, -2.6%
60. O=C1CC(c2ccccc2)CC2=C1C(c1ccc(F)cc1)Nc1ccccc1N2 (centres undefined)
  3%, -1.5%
65. O=C(c1ccc(F)cc1)N1CCN(Cc2cccc(Oc3ccccc3)c2)CC1
  -2%, 1.6%
77. Cn1cccc1Cc1nnc(SCC(=O)N2CCc3ccccc32)n1-c1ccc(F)cc1
  -2%, 3.2%
89. O=C(CCN1CCCCCC1)Nc1ccc(F)cc1
  2%, 2.7%
93. CCOC(=O)c1ccc(N2C(=O)CC(N3CCC(Nc4ccc(F)cc4)CC3)C2=O)cc1 (centres undefined)
  ., 4.7%
96. Cc1ccccc1NC(=O)CC(O)(C(F)(F)F)C(F)(F)F
  ., 6.8%
